KCNK9 block: KCNK9 potassium channel inhibitors, primary screen, HEK293 cells, thallium flux; FluxOR thallium flux fluorescence; stronger effect = lower value; 310,000 compounds, 1.2% hits; B-score at 10 µM; Potassium channel subfamily K member 9 (Homo sapiens), Q9NPC2;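 active = ratio B-score over 3 SD below the library mean, with starting fluorescence within 5 SD of its mean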;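 also: negative B-score means less thallium flux so channel inhibition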
HDAC3 inhib: HDAC3 deacetylase inhibitors, primary screen, biochemical, fluorescence, cell-free homogeneous; 320,000 compounds, 0.15% hits; recombinant HDAC3, fluorogenic peptide/trypsin coupled; Histone deacetylase 3 (Homo sapiens), O15379; inhibition, % at 8.3 µM; in the data active = inhibition above about 26%, passing the limit was not always enough
TMEM16A act: TMEM16A chloride channel activators or potentiators, primary screen, cell-based, HTS. HEK293 TMEM16A/YFP-H148Q/I152L, iodide quench fluorescence; stronger effect = lower value. Anoctamin-1 (Mus musculus), Q8BHY3. B-score at 10 µM. 340,000 compounds, 0.3% hits;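 active = fluorescence-ratio B-score plate-corrected deviation score at least 3 library SD below zero, with starting fluorescence score within 5 deviations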;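 also: channel opened by trigger with iodide after compound preincubation; score built on the fluorescence ratio of max minus min over baseline; more negative score means more quench and so TMEM16A activation or potentiation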
Target sequence (Q8BHY3 whole entry, looked up): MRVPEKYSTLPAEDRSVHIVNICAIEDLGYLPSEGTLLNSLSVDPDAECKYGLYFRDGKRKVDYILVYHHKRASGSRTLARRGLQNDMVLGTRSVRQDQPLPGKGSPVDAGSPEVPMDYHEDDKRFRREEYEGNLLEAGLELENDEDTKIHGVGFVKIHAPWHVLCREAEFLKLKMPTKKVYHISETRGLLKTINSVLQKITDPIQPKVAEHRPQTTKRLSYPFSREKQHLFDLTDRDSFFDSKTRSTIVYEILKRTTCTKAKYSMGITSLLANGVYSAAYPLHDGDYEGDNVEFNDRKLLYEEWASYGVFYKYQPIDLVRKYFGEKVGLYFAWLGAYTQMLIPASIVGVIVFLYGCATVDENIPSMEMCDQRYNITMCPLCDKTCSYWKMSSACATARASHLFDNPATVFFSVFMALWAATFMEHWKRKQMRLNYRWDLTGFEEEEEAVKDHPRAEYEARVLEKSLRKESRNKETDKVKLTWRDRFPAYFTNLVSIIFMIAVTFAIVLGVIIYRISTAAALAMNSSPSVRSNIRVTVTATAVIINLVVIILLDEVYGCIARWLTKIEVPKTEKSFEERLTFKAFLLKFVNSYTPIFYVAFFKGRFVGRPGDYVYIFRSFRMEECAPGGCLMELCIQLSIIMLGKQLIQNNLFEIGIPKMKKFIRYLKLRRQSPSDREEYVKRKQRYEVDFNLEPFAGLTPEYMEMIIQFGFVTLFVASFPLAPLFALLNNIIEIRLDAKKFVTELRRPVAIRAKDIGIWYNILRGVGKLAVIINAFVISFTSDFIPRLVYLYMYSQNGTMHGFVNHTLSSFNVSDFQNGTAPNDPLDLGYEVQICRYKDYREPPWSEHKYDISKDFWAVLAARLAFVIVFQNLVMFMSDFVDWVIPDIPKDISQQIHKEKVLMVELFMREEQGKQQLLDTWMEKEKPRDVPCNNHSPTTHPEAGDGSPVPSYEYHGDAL
SKKanGAS inh: S. pyogenes SKKanGAS growth inhibitors in kanamycin, primary screen, streptokinase expression inhibitor project, SKKanGAS strain, BacTiter-Glo luminescence; 6 h; inhibition, % at 7.5 µM; 300,000 compounds, 1.3% hits; AID 1662, 2009;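 active = mean replicate score, as percent of positive control median, at least 50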;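 also: strain carries kanamycin resistance gene driven by streptokinase promoter and grows in 40 µg/ml kanamycin; loss of luminescence reflects streptokinase promoter inhibition or plain growth inhibition; 0% = median of DMSO wells and 100% = positive control at its reference dose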
KCNK3 inh: human KCNK3 channel inhibitors, primary screen, CHO cells, FluxOR thallium flux, B-score; 340,000 compounds, 0.84% hits; Potassium channel subfamily K member 3 (Homo sapiens), O14649; B-score at 10 µM; AID 602410, 2012; FluxOR fluorescence; stronger effect = lower value;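 active = B-score under library mean minus 4 SD, starting fluorescence ratio at most library mean plus 5 SD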;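 also: more negative B-score means stronger inhibition of thallium flux through KCNK3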
KCNQ1 pot: potentiators or activators of KCNQ1 channel, primary screen, cell-based, thallium flux, high-throughput | Potassium voltage-gated channel subfamily KQT member 1 (Homo sapiens), P51787 | CHO-K1 KCNQ1, thallium flux FluxOR fluorescence; stronger effect = higher value | B-score at 10 µM | 310,000 compounds, 0.35% hits | AID 2648, 2010;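 active = fluorescence ratio B-score, a plate-corrected score, at least three library SD, with initial intensity B-score within 5 SD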
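Material: CHO-K1 cells stably expressing KCNQ1. Medium: assay buffer for compound exposure, DMSO matched across wells. Reagent: K+/Tl+ depolarizing stimulus. Compound dosing: single-concentration screen. Times: 37 °C overnight plating, 90-min dark dye load, 20-min compound pretreatment. Technique: FluxOR Tl+ flux fluorescence.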
KCNQ1 inh: inhibitors of human KCNQ1 channel, primary screen, cell-based, thallium flux, high-throughput. Potassium voltage-gated channel subfamily KQT member 1 (Homo sapiens), P51787. CHO-K1 KCNQ1, FluxOR thallium flux fluorescence; stronger effect = higher value. B-score at 10 µM. 310,000 compounds, 1.3% hits;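 active = compounds whose thallium flux B-score, printed positive for inhibition, exceeds three library SD while starting fluorescence stays within three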;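 also: channel opened by potassium depolarization with thallium stimulus after 20 min compound exposure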
RGS4 pot: RGS4 potentiators or activators, primary screen, cell-based, HEK293 M3R inducible RGS4, calcium flux | B-score at 10 µM | carbachol calcium flux Fluo4; stronger effect = lower value | 310,000 compounds, 0.92% hits;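 active = B-score of the integrated calcium signal more than 4 SD below the library mean, with starting fluorescence not abnormally high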;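 also: negative B-score means reduced calcium response which marks RGS4 activation or potentiation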
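Assay system: Inducible-RGS4 HEK293 cells carrying M3 receptor | Schedule: Compound preincubation 20 min at room temperature before agonist | Signal: Kinetic calcium fluorescence imaging with Fluo4-AM dye, 2 µM | Read-out basis: B score from integrated fluorescence ratio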
RGS4 block: RGS4 inhibitors, primary screen, cell-based, HEK293 M3R inducible RGS4, calcium flux; Regulator of G-protein signaling 4 (Homo sapiens), P49798; B-score at 10 µM; Fluo-4 calcium flux; stronger effect = higher value; triggered by carbachol at its EC20; 310,000 compounds, 0.45% hits;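 active = B-score, a plate-corrected calcium signal, over three deviations above library mean, with baseline fluorescence within five deviations of library mean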;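 also: RGS4 expression induced by doxycycline in cells with stable M3 receptor; B-score is computed from the integrated fluorescence ratio over baseline after carbachol; higher B-score means a larger calcium signal and so more RGS4 inhibition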
TMEM16A inh: TMEM16A chloride channel inhibitors, primary screen, cell-based, HTS | HEK293 TMEM16A/YFP iodide influx fluorescence, ionomycin | normalized B-score (activity score, 25-100; higher = stronger inhibition) at 10 µM | Anoctamin-1 (Mus musculus), Q8BHY3 | 310,000 compounds, 1.2% hits;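 active = ratio plate-corrected score three or more library SD toward inhibition, starting fluorescence score within five deviations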;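 also: score derived from kinetic fluorescence span divided by baseline fluorescence per well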
hERG protect: hERG rescue from dofetilide block, primary screen, cell-based, CHO-hERG, FluxOR thallium flux, dofetilide IC70; Voltage-gated inwardly rectifying potassium channel KCNH2 (Homo sapiens), Q12809; dofetilide IC70 present; activation (rescue from dofetilide block), less the hit threshold, % at 10 µM; 310,000 compounds, 0.51% hits;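 active = activation above the mean of controls blocked by dofetilide plus 5 SD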;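 also: thallium influx through hERG after potassium depolarization seen as dye fluorescence rise; in these data hits start at about 4.7%; inactives centre near -7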
* = called active by the depositor; i = inactive; x = not tested or not shown.

Under each structure: KCNK9 block	HDAC3 inhib	TMEM16A act	SKKanGAS inh	KCNK3 inh	KCNQ1 pot	KCNQ1 inh	RGS4 pot	RGS4 block	TMEM16A inh	hERG protect
1	CCN(CC(=O)NCc1cccs1)S(=O)(=O)c1cccc(C(C)=O)c1
  i	-3	i	5	i	i	i	i	i	i	-7
2	Cc1ccc(SCC2CNc3nc4ccccc4c(=O)n32)c(C)c1 (stereo not drawn)
  i	x	i	3	i	i	i	i	i	i	-8
3	COc1cc(C2C(C(C)=O)=C(O)C(=O)N2CCN(C)C)ccc1O (stereo not drawn)
  i	1	i	8	i	i	i	i	i	i	-6
4	CCCCN1C(=O)/C(=c2\sc3nc(=O)c(-c4ccccc4)nn3c2=O)c2ccccc21
  i	-5	i	-8	i	i	i	i	i	i	-6
5	CCN(CC)C(=O)CSc1nc2cc(OC)c(OC)cc2c(=O)n1Cc1ccc(Cl)cc1
  i	-2	i	14	i	i	i	i	i	i	-12
6	O=C1C2(c3ccccc3)CN(CCCO)CC1(c1ccccc1)CN(CCCO)C2
  i	9	i	1	i	i	i	i	i	i	-5
7	COc1ccc(OCC(=O)NNC(=O)c2cccnc2)cc1
  i	2	i	4	i	i	i	i	i	i	-10
8	CCOC(=O)[C@@H]1[C@H]2COc3cc(OC)ccc3[C@@H]2N2C(=O)N(c3ccc(F)cc3)C(=O)[C@]12C
  i	13	i	-1	i	i	i	i	i	i	-2
9	Cc1ccc(CNC(=O)CN(C)S(=O)(=O)c2ccc3c(c2)n(C)c(=O)c(=O)n3C)cc1
  i	2	i	-14	i	i	i	i	i	i	-6
10	Cc1cc2ccccc2n1CCNC(=O)COc1ccc2ccccc2c1
  i	17	i	11	i	i	i	i	i	i	-14
11	NS(=O)(=O)c1ccc(CCNC(=O)c2ccc(=O)[nH]c2)cc1
  i	3	i	-9	i	i	i	i	i	i	-6
12	CCCCN(C(C)=O)c1c(N)n(CCC)c(=O)n(CC(=O)Nc2cc(Cl)cc(Cl)c2)c1=O
  i	3	i	11	i	i	i	i	i	i	-9
13	CCOc1ccc(NC(=S)N(CCc2c(C)[nH]c3ccccc23)Cc2cccnc2)cc1
  i	-3	i	4	i	i	i	i	i	i	-19
14	COc1ccc(OC)c(CNc2ccc([N+](=O)[O-])cc2C)c1
  i	0	i	5	i	i	i	i	i	i	-5
15	Cc1onc(-c2ccccc2Cl)c1C(=O)N1CCN(C)CC1
  i	-4	i	-1	i	i	i	i	i	i	-4
16	COC(=O)c1c(NC(=O)CSc2nccn2C)sc(C)c1C
  i	2	i	3	i	i	i	i	i	i	-7
17	Cc1cc(=O)n(C)c2ccc(S(=O)(=O)N3CCOCC3)cc12
  i	-3	i	5	i	i	i	i	i	i	0
18	CCOc1ccc(NC(=O)Nc2ccc(Br)cn2)cc1
  i	3	i	-6	i	i	i	i	i	i	-6
19	COc1cc(N)c(Cl)cc1C(=O)OCC(=O)c1ccc2c(c1)NC(=O)CO2
  i	1	i	-4	i	i	i	i	i	i	-9
20	CC(C)c1ccc(NC2CCCN(C(=O)CCN3Cc4ccccc4C3=O)C2)cc1 (stereo not drawn)
  i	-8	i	0	i	i	i	i	i	i	-9
21	Cn1ccnc1C(=O)c1cc(SCC(=O)NCc2ccccc2)nc2ccccc12
  i	-5	i	2	i	i	i	i	i	i	-9
22	COc1ccc(/C=N/N2C(=N)SCC2=O)cc1
  i	-2	i	0	i	i	i	i	i	i	-9
23	Cc1ccc(Nc2c(-c3ccccc3O)nc3ncccn23)cc1
  i	7	i	14	i	i	i	i	i	i	-9
24	O=C(CN(CC1CCCO1)C(=O)CCC(=O)Nc1nccs1)NCc1ccc2c(c1)OCO2 (stereo not drawn)
  i	-3	i	2	i	i	i	i	i	i	-12
25	Cc1nnc(SCC(=O)NC2CCCCC2)[nH]c1=O
  i	-2	i	-11	i	i	i	i	i	i	-9
26	CCC(C)N1C(=O)CN(C2CCCCCC2)C(=O)C1c1ccccc1F (stereo not drawn)
  i	2	i	3	i	i	i	i	i	i	-19
27	O=C(COc1ccc(Br)cc1CNC1CCCCC1)NCCc1ccccc1
  i	x	i	-5	i	i	8*	i	i	i	-14
28	Cc1ccc(OCC(=O)N2CCN(C(=O)c3ccc([N+](=O)[O-])cc3)CC2)cc1
  i	10	i	1	i	i	i	i	i	i	-1
29	Cc1ccc(C(=O)C2=C(O)C(=O)N(Cc3cccnc3)C2c2cccc([N+](=O)[O-])c2)o1 (stereo not drawn)
  i	2	i	8	i	i	i	i	i	i	-6
30	CN1Cc2sc(N)c(C#N)c2CC1(C)C
  i	-2	i	1	i	i	i	i	i	i	-8

Later entries:
Under each structure: KCNK9 block	HDAC3 inhib	TMEM16A act	SKKanGAS inh	KCNK3 inh	KCNQ1 pot	KCNQ1 inh	RGS4 pot	RGS4 block	TMEM16A inh	hERG protect
31	CCCCNC(=O)CS(=O)Cc1nc(-c2cccs2)oc1C (stereo not drawn)
  i	-2	i	-1	i	i	i	i	i	i	-5
32	O=C(NCCC1=CCCCC1)C(=O)NCC(c1ccco1)N1CCN(c2ccc(F)cc2)CC1 (stereo not drawn)
  i	5	i	6	i	i	i	i	i	i	-3
33	Cc1ccc(C)n1CCN1CCN(C(=O)CSc2nc3ccccc3nc2N2CCOCC2)CC1
  i	0	i	-5	i	i	i	i	i	i	-7
34	COc1ccc(N(CC(O)Cn2c(C)nc3ccccc32)S(=O)(=O)c2ccc(C)cc2)cc1 (stereo not drawn)
  i	2	i	-12	i	i	i	i	i	i	-9
35	O=C1CCC(=O)c2oc3ccccc3c2N1
  i	4	i	-3	i	i	i	i	i	i	-5
36	CCCCC(=O)Nc1ccc(NC(=O)c2ccc([N+](=O)[O-])cc2Cl)cc1OC
  i	0	i	2	i	i	i	i	i	i	-5
37	c1ccc2[nH]c(-c3cnco3)cc2c1
  i	-10	i	-8	i	i	i	i	i	i	-9
38	CCNc1nc(NCC)n2c(SCC(=O)Nc3ccc(CC)cc3)nnc2n1
  i	6	i	-11	i	i	i	i	i	i	-12
39	O=C(CC1NCCNC1=O)OCCCc1ccccc1 (stereo not drawn)
  i	2	i	2	i	i	i	i	i	i	-5
40	COc1ccc(Cn2nnnc2C(c2ccc3ncccc3c2)N2CCN(C3CCCCC3)CC2)cc1 (stereo not drawn)
  i	-2	i	4	i	i	i	i	i	i	-27
41	CN(C)C(=O)CSc1nc(SCC(=O)N(C)C)n(-c2ccccc2)n1
  i	-2	i	1	i	i	i	i	i	i	-9
42	Cc1ccc(C(=O)c2ccc(N3CCN(C)CC3)c([N+](=O)[O-])c2)cc1
  i	-2	i	5	i	i	i	i	i	i	-9
43	CC1=C(C(=O)Nc2ccccc2)C(c2ccncc2)C(C#N)=C(SCC(=O)NC2CC2)N1 (stereo not drawn)
  i	-3	i	-5	i	i	i	i	i	i	-13
44	COc1ccc(CCNS(=O)(=O)c2ccc(-n3cnnn3)cc2)cc1OC
  i	-5	i	0	i	i	i	i	i	i	-3
45	CCOC(=O)c1cnc(Cc2ccccc2)[nH]c1=O
  i	-3	i	9	i	i	i	i	i	i	-3
46	COc1cc(CCC(=O)OCC(=O)Nc2nc(C)c(Cl)cc2Cl)cc(OC)c1OC
  i	-14	i	1	i	i	i	i	i	i	-5
47	CCOc1ccc(CN(C)C(=O)CCN2C(=O)c3ccccc3C2=O)cc1OC
  i	2	i	-8	i	i	i	i	i	i	-10
48	C/C(=N\NC(=S)NC(C)C)c1ccc(C(C)(C)C)cc1
  i	2	i	16	i	i	i	i	i	i	-8
49	C/C(=N/NC(=O)C1COc2ccccc2O1)c1ccc(Br)s1 (stereo not drawn)
  i	4	i	-1	i	i	i	i	i	i	-12
50	O=C(CCn1nc(-c2ccc(Cl)cc2)ccc1=O)NCCCN1CCCCCC1
  i	-8	i	3	i	i	i	i	i	i	-3
51	C[N+](C)(CCOc1ccccc1)Cc1ccccc1 (tested in a mixture with another compound)
  i	-1	i	1	i	i	i	i	i	i	-6
52	CC(C)N(CCCNC(=O)c1nn(C)c2c1CS(=O)(=O)c1ccccc1-2)Cc1ccccc1
  i	0	i	-2	i	i	i	i	i	i	-5
53	O=C(Cn1c(=O)n(Cc2ccco2)c(=O)c2ccccc21)Nc1cccc(Cl)c1
  i	-4	i	10	-14*	i	i	i	i	i	-3
54	O=C(NN1C(=O)c2ccccc2NC1c1ccco1)c1ccccc1 (stereo not drawn)
  i	-6	i	-3	i	i	i	i	i	i	-4
55	COC(=O)C1=C(C)NC(C)=C(C(=O)OCC2CCCO2)C1c1cccc(Br)c1 (stereo not drawn)
  i	-3	i	-7	i	i	i	i	i	i	-16
56	COc1ccc(CCN(C)C(=O)c2ccc(S(=O)(=O)Nc3ccccc3F)cc2)cc1OC
  i	-2	i	1	i	i	i	i	i	i	-4
57	COc1cc(/C=N/N=C2\CC3CCC2(C)C3(C)C)ccc1O (stereo not drawn)
  i	12	i	0	i	i	i	i	i	i	1
58	CCOc1ccc(N2CC(C(=O)NCCC3=CCCCC3)CC2=O)cc1 (stereo not drawn)
  i	x	i	6	i	i	i	i	i	i	-6
59	Cc1cccc(NC(=O)CNC(=O)CCc2nc3sc4c(c3c(=O)[nH]2)CCCC4)c1C
  i	-5	i	9	i	i	i	i	i	i	-17
60	CCc1ccc(/C=C2/SC(=S)N(CCC(=O)Nc3cccnc3)C2=O)cc1
  i	-2	i	-4	i	i	i	i	i	i	-4
61	CCN(CC)c1ccc(NC(=O)C2CCC(CNc3c(N4CCCC4)c(=O)c3=O)CC2)c(C)c1 (stereo not drawn)
  i	-3	i	-1	i	i	i	i	i	i	-6

Screening results: PubChem, several laboratories
